# Screens (PubChem BioAssay)
# HEK cytotox: cytotoxic compounds in HEK 293 cells; HEK 293 viability, ATP luminescence (CellTiter-Glo), 48-72 h; Potency, µM (highest dose often 115 µM), for inactives: at the highest dose activity change, negative = cytotoxicity, usual class: inhibitors; hit rate 6.6% among 94,000; also: potency is read from the fitted curve at half-maximal effect; nearly all actives have a fitted effect of over 60% in size
#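 HEK 293 cells seeded at 250 cells/well were exposed to compound for 48 or 72 hr at 37 degree Celsius. Viability taken as ATP content by CellTiter-Glo luminescence.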
# HEK293 viab: counter-screen for SNCA expression inhibitors: cell viability | HEK-293-SNCA-luc viability, GF-AFC fluorescence, 24 h | Potency, µM (titrated, usually from 57.1 µM), inactives show at the highest dose activity change, negative = cytotoxicity, most hits filed as cytotoxic | hit rate 0.12% among 150,000;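 also: potency is read from the fitted curve at half-maximal effect; 0% = DMSO-treated cells and -100% = medium-only wells without cells; nearly all actives have a fitted effect of over 30% in size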
#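 HEK-293-SNCA-luc cells (1500/well) plated 24 h, then exposed 24 h to a dilution series; GF-AFC added 30 min at 37C, fluorescence 405/540 nm; normalised to medium-only and DMSO wells, Hill fit.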
# NIH3T3 tox: kills NIH 3T3 cells; NIH 3T3 viability, CellTiter-Glo ATP luminescence, 48-72 h; hit rate 4.3% among 94,000; Potency, µM (top dose mostly 96.7 µM), without a hit: at the highest dose activity change, negative = cytotoxicity, actives largely listed as inhibitors; also: potency is read from the fitted curve at half-maximal effect; nearly all actives have a fitted effect of over 55% in size
#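 ATP-dependent luminescence (CellTiter-Glo) served as the viability signal for NIH 3T3 cells treated with compound for 48 or 72 hr at 37 °C.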
# SNCA expr inh: SNCA gene expression inhibition | HEK-293 SNCA-luciferase knock-in, luminescence, 24 h | Potency, µM (doses to about 57.2 µM), for the others: top-dose activity change, negative = inhibition, most hits filed as inhibitors | hit rate 0.17% among 140,000 | AID 1671194;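 also: potency is read from the fitted curve at half-maximal effect; plate controls were DMSO cells for no effect and cell-free wells for full effect; nearly all actives have a fitted effect of over 45% in size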
# GPT2 inhibitor: blocks human glutamate pyruvate transaminase 2; Q8TD30; Recombinant GPT2, coupled pyruvate oxidase/HRP Amplex Red fluorescence; Potency, µM (top dose mostly 57.7 µM), without a hit: at the highest dose activity change, negative = inhibition, most hits filed as inhibitors; hit rate 0.25% among 100,000; AID 1671188; also: potency is read from the fitted curve at half-maximal effect; nearly all actives have a fitted effect of over 60% in size; many of its hits are not listed in these tables
# Target sequence (Q8TD30 whole entry, looked up): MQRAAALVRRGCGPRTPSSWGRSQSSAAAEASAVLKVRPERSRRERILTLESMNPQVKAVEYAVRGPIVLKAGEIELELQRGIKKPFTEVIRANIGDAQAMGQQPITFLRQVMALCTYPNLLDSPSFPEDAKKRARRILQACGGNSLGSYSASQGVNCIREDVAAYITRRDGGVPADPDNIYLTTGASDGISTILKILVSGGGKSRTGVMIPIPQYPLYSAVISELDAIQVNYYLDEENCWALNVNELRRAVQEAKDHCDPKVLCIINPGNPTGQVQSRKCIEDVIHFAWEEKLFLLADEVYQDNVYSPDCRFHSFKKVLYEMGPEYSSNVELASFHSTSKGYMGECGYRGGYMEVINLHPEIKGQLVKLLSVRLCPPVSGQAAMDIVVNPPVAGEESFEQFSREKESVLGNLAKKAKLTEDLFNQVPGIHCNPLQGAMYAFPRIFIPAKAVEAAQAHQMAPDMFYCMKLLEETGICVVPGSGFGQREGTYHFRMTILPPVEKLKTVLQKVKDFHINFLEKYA
#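 Recombinant GPT2 (10ng/uL) with 250uM a-KG and 2mM L-alanine, 30 min at room temperature, in HEPES pH 7.5 buffer. Pyruvate detected by pyruvate oxidase/HRP/Amplex Red fluorescence after 30 min in the dark; AOA (50uM) as positive control.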
# FLuc inh: Photinus pyralis luciferase inhibition; P08659; purified P. pyralis luciferase, luminescence, biochemical; Potency, µM (doses to about 115 µM), for the others: at the highest dose activity change, negative = inhibition, usual class: inhibitors; hit rate 2.5% among 76,000; AID 1347043; also: potency is read from the fitted curve at half-maximal effect; nearly all actives have a fitted effect of over 65% in size
#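 Luminescence read by CCD imaging after purified firefly luciferase (10nM final) was added to substrate buffer holding 10uM D-luciferin and 10uM ATP, pH 7.5, pre-dosed with compound.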
# IP6K1 inh: IP6K1 kinase inhibition; IP6K1 kinase, ADP-Glo luminescence, 2 h; hits give low values; activity change, % (series mostly up to about 58 µM); AID 1645851; hit rate 0.81% among 140,000; Q92551; in the data active = activity change below about -25%
# Target sequence (Q92551 whole entry, looked up): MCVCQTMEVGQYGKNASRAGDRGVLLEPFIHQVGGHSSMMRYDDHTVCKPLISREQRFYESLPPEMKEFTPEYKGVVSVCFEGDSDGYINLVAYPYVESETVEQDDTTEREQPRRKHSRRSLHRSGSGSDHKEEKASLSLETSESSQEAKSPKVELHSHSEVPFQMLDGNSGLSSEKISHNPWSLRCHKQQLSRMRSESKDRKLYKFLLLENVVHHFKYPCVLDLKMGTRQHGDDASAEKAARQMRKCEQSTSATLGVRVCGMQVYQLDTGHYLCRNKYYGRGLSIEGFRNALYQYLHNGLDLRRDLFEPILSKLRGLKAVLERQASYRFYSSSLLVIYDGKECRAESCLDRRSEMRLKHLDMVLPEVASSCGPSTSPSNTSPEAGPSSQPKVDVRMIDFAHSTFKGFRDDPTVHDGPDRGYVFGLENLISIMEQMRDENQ
#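 ADP-Glo luminescence measures ADP made by human IP6K1 during a 2 h RT reaction with ATP/IP6 (mix at 1.3 mM/130 uM); top library doses 57.5 and 19.1 uM final.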
# * hit, by the source's call; i = inactive; ? = inconclusive; · = not tested or not shown; [ ] = remark or other dose. Unless noted, calls follow the shape of the dose curve; as a rule, active = well fitted curve in the direction sought with a large enough effect; inconclusive = small, poorly fitted or top-dose-only effect, or another doubt; inactive = no such curve, though single readings can be large; an effect the other way counts as inactive or inconclusive. Unless noted, % is scaled to controls: 0 for no effect and ±100 for the full control effect. Some of the compounds tested; count on the stated rates, not on these rows.
SMILES,HEK cytotox,HEK293 viab,NIH3T3 tox,SNCA expr inh,GPT2 inhibitor,FLuc inh,IP6K1 inh
O=C(NCCc1ccccc1)c1cc(-c2ccc(Cl)cc2)on1,·,6%,·,-5%,·,·,21
O=C1CC(c2ccccc2)N(C(=O)CNS(=O)(=O)c2ccccc2)CCCCCCN1 (stereo not given),-15%,-18%,-15%,-16%,-1%,-1%,0
O=C(C1CC1)N1CCCC(CN2CCCC2)CC1 (stereo not given),0%,1%,3%,-9%,i,13%,-12
Clc1ccc2nc(-c3nc(C4CCOC4)no3)cn2c1 (stereo not given),-1%,-15%,2%,119%[activator],-11%,?,13
CC1=C(C(=O)NCc2ccc(Cl)cc2)C2(CCCCCC2)OC1=O,·,5%,·,-2%,·,·,5
CC(C)CNc1ccc2c(n1)C(C)(C(=O)Nc1cccnc1)CN(Cc1ccccc1)C2 (stereo not given),50µM*,-6%[87.6 µM],28µM*,?,i,-2%[172 µM],7
COc1ccc(-c2ccc3nnc(CNC(=O)CCc4cccc(OC)c4)n3n2)cc1,i,-14%,-1%,12%,i,5%,8
CCCS(=O)(=O)N1CC[C@H]2C(=O)NCCCCCCN(Cc3ccncc3)[C@@H]2C1,-4%,-1%,-13%,-8%,1%,-2%,24
COCCN1C(=O)c2ccccc2C(C(=O)Nc2cccc(NC(C)=O)c2)C12CCCCC2 (stereo not given),6%,-5%,?,-29%,-17%,-7%,39
COc1ccc(NC(=O)CN2CCN(S(=O)(=O)c3ccc(Br)cc3)CC2)cc1,·,0%,·,14%,·,·,-30*
Cc1oc2c(c1C(=O)NCc1ccccc1F)C1=NCCN1C=N2,·,5%,·,?,·,·,3
Cc1ccc(C)c(N2CCN(C(=O)c3cccn4c(=O)c5ccccc5nc34)CC2)c1,·,3%,·,-10%,·,·,-13
O=C(NC1CCCCCC1)C1CCN(c2cn[nH]c(=O)c2)C1 (stereo not given),5%,0%,-10%,-12%,-1%,7%,2
C[C@@H]1C(=O)O[C@H]2[C@H]1CC[C@@]1(C)Cc3sc(Nc4ccc(C(=O)O)cc4)nc3[C@@H](C)[C@H]21,-7%[172 µM],1%[87.6 µM],0%[138 µM],-19%[87.6 µM],?,1µM*,15
O=C1N[C@@H]2CCN(C(=O)c3ccc(C(F)(F)F)cc3)[C@@H]2C(=O)N1c1ccccc1,-6%[172 µM],1%[87.6 µM],i,17%[87.6 µM],-1%[88.5 µM],-7%[172 µM],8
O=C(Cn1nc2c(cc1=O)CCCCC2)NCCc1ccco1,16%,-1%,i,12%,i,0%,2
CC[C@H]1CN(C(=O)NC(C)C)CC[C@H]1CC(=O)N(C)CCC#N,-1%[172 µM],1%[87.6 µM],-2%[174 µM],-21%[87.6 µM],-2%[88.5 µM],-2%[172 µM],-11
CCOc1ccccc1CNC(=O)C1CCN(C(=O)c2ncn3c2COC(c2ccccc2)C3)CC1 (stereo not given),-5%,9%,-21%,80%[activator],i,4µM*,-1
COc1ccc(OCC2CCCN(C(=O)c3cn(C4CCCCC4)nn3)C2)cc1 (stereo not given),?,-7%,?,-11%,?,32µM*,5
COCCNC(=O)[C@@H]1C[C@H](Oc2ccccc2)CN1C(=O)C(C)C,-16%,5%,i,11%,i,-3%,-2
CN(CCc1ccccc1)CC[C@@H]1CC[C@H](O)[C@@H](C(=O)NC2CCCCC2)O1,-37%[172 µM],-22%[87.6 µM],-25%[138 µM],9%[87.6 µM],-11%[88.5 µM],-27%[172 µM],-1
COc1ccc2[nH]c3c(c2c1)CCNC31CCN(Cc2ccc(F)cc2F)CC1,?,9%[12.5 µM],?,?,i,-10%,4
CCCCc1cn([C@@H]2CN[C@H](C(=O)O)C2)nn1,5%,2%,-12%,122%[activator],?,-10%,13
COc1ccccc1CNC(=O)CCn1c(=O)c2cccn2c2cccnc21,·,-3%,·,39%[activator],·,·,-7
CCn1cc(S(=O)(=O)N2CCC(C3CCN(C(=O)NC)CC3)C2)cn1 (stereo not given),4%,5%[12.5 µM],-9%,7%,?,-6%,3
Cc1ccc(-c2nnc(C3CN(C(=O)C4CCCCCC4)CC34CCOCC4)o2)cc1 (stereo not given),?,-24%,-27%,-4%,i,-3%,11
COCCN(C)C[C@@H]1CN(C(=O)c2nc(-c3ccccc3)[nH]c2C)C[C@@H]1CO,4%,-5%,-4%,0%,i,-14%,-10
COc1cccc(OC2CN(C(=O)C3CC(=O)N(Cc4cccnc4)C3)C2)c1 (stereo not given),-3%,6%,-10%,34%[activator],-23%,-8%,31
COc1ccccc1-c1cc(C(=O)NCC2CCCCC2)c2cnn(C)c2n1,-2%,·,-17%,·,·,·,6
CC(C)(C)CN1CCC2(CC1)Cc1ccccc1CNC2=O,-6%,0%,i,-27%,i,·,-2
Cc1ccsc1C(=O)N1CCC2(CC1)CC(OCC1CC1)CCO2 (stereo not given),-16%,-1%[12.5 µM],-20%,-20%,i,-10%,-7
CN(C)C(=O)c1cccnc1OC1CCN(C(=O)c2ccnn2C)C1 (stereo not given),3%,4%,1%,1%,-8%,6%,4
O=C(c1nc2cccnc2n(C2CC2)c1=O)N1CCC(c2ccccc2)CC1,-21%,11%,-31%,0%,i,·,12
CCOc1ccc(CC(=O)N2c3ccccc3CC2c2nc(C3CC3)no2)cc1OCC (stereo not given),?,-4%,?,16%,-20%,4%,24
O=C(CCc1nc(C2CCCN2Cc2ccc3[nH]ccc3c2)no1)N1CCCC1 (stereo not given),-16%,?,?,14%,i,-2%,-1
CC(C)C(=O)N1CCC(Oc2ccc3c(cnn3CCC(=O)O)c2)CC1,-12%[172 µM],3%[87.6 µM],?,10%[87.6 µM],4%[88.5 µM],3%[172 µM],0
Cc1ccc(C(C)CCN2CCC(n3nccc3NC(=O)Cc3ccccc3)CC2)o1 (stereo not given),-12%,-5%,3%,-7%,-10%,-3%,-5
COc1ccc(C(=O)N2C[C@@H](CO)[C@@H]3Oc4ccc(Cl)cc4[C@@H]32)cc1,?,·,?,·,·,·,23
O=C(NCc1ccc(F)cc1)c1cnc(N2CCOCC2)c2ccccc12,·,4%,·,14%,·,·,3
Cc1ccc2c(C(=O)Nc3ccc(Cl)nc3)cnn2c1,-27%[172 µM],-5%[87.6 µM],-24%[138 µM],172%[activator][87.6 µM],-21%[88.5 µM],?,0
CCN(CC)C(=O)C[C@@H]1CCNC[C@@H]1Cc1cc(-c2ccc(C(C)(C)C)cc2)on1,40µM*,?,40µM*,-6%[87.6 µM],-22%[88.5 µM],1%[172 µM],-1
CO[C@H]1[C@H](NC(=O)Cc2ccc(C)cc2)c2ccccc2C12CCNCC2,-23%,-13%,i,10%,?,12%,12
COc1ccc(NC(=O)Cn2nnc3sc4c(c3c2=O)CCCC4)cc1,·,0%,·,-26%,·,·,-7
COc1ccccc1Nc1ccnc(N2CCN([S+](=O)([O-])c3c(C)noc3C)CC2)n1,?,-18%,?,-9%,3%,·,10
COc1ccc(N2CC3CCC(C2)N3Cc2cccs2)cc1,?,4%,?,8%,?,·,0
O=C(c1cc[nH]c1C1CCCNC1)N(Cc1ccc(F)cc1)Cc1cccnc1 (stereo not given),?,6%[12.5 µM],?,?,i,-3%,13
CC(C)CNC(=O)c1ccc(N2CC3CC(C2)[C@H]2CCCC(=O)N2C3)nc1 (stereo not given in full),2%,-3%,i,-2%,i,-4%,32
O=C(NCCC1=CCCCC1)c1c(OCC2CC2)cc(=O)n2c1CCOCC2,i,-1%,-12%,9%,3%,·,15

# Structures listed so far containing fluorine:
SMILES,HEK cytotox,HEK293 viab,NIH3T3 tox,SNCA expr inh,GPT2 inhibitor,FLuc inh,IP6K1 inh
Cc1oc2c(c1C(=O)NCc1ccccc1F)C1=NCCN1C=N2,·,5%,·,?,·,·,3
O=C1N[C@@H]2CCN(C(=O)c3ccc(C(F)(F)F)cc3)[C@@H]2C(=O)N1c1ccccc1,-6%[172 µM],1%[87.6 µM],i,17%[87.6 µM],-1%[88.5 µM],-7%[172 µM],8
COc1ccc2[nH]c3c(c2c1)CCNC31CCN(Cc2ccc(F)cc2F)CC1,?,9%[12.5 µM],?,?,i,-10%,4
O=C(NCc1ccc(F)cc1)c1cnc(N2CCOCC2)c2ccccc12,·,4%,·,14%,·,·,3
O=C(c1cc[nH]c1C1CCCNC1)N(Cc1ccc(F)cc1)Cc1cccnc1 (stereo not given),?,6%[12.5 µM],?,?,i,-3%,13

# The results go on:
SMILES,HEK cytotox,HEK293 viab,NIH3T3 tox,SNCA expr inh,GPT2 inhibitor,FLuc inh,IP6K1 inh
O=C1NCCCCCCN(S(=O)(=O)c2cccc(F)c2)[C@H]2CCC[C@@H]12,-28%,-4%,-20%,-13%,-5%,7%,-6
O=C(Cc1ccc(N(Cc2ccccc2)C(=O)c2ccco2)cc1)NCC1CCCO1 (stereo not given),-3%,6%,-8%,?,i,0%,-13
CC1=C(C(=O)Nc2ccccc2)C(c2cc(C)ccc2C)N2C(CC(=O)N3CCCC3)=CSC2=N1 (stereo not given),32µM*,-12%,?,0%,i,-11%,4
COc1ccc(CCNC(=O)c2cc(-c3ccc(C)cc3)nc3n[nH]c(-c4ccccc4)c23)cc1OC,·,3%,·,-20%,·,·,9
Cc1ccc(-c2cc(C(=O)O)n(Cc3ccccc3)n2)cc1,·,-4%,·,34%[activator],·,·,-2
COc1ccccc1OCCNC(=O)C(C)C1CCOCC1 (stereo not given),-5%,-2%[12.5 µM],i,-29%,i,-9%,25
Cc1c(NS(=O)(=O)c2ccc(Cl)cc2)c(=O)n(-c2ccccc2)n1C,·,7%,·,-10%,·,·,1
COc1ccc(S(=O)(=O)NCC(c2ccco2)N2CCN(c3ccc(F)cc3)CC2)cc1 (stereo not given),·,-7%,·,-3%,·,·,-9
CC(=O)Nc1ccc(S(=O)(=O)N[C@H]2CO[C@H]3[C@@H]2OC[C@@H]3n2nnnc2Oc2ccccc2)cc1,-19%,3%,-11%,15%,-5%,-5%,19
COc1cc(=O)n2c(c1C(=O)Nc1cccc(C)c1C)CCCC2,0%,4%,i,24%,i,-1%,-7
O=C(O)c1ccc(CN2CCC[C@H]2c2nc(-c3ccc(F)cn3)no2)cc1,-2%[172 µM],-1%[87.6 µM],-13%[174 µM],42%[activator][87.6 µM],-28%[88.5 µM],?,2
Cc1ccccc1Nc1cc(C(=O)NCc2cccs2)c2ccccc2n1,·,-30%,·,?,·,·,26
O=C(O)c1nc(=O)[nH]c(=O)[nH]1,·,1%[23.9 µM],·,-22%[25.6 µM],3%[27.3 µM],·,·
O=C(Nc1ccc(Cl)cc1)N1CCN(Cc2ccccc2-c2cccnc2)CC1,?,-5%[12.5 µM],35µM*,22%,-10%,·,3

# An excerpt from above with just NIH3T3 tox and IP6K1 inh.
molecule	NIH3T3 tox	IP6K1 inh
COc1ccccc1-c1cc(C(=O)NCC2CCCCC2)c2cnn(C)c2n1	-17%	6
CC(C)(C)CN1CCC2(CC1)Cc1ccccc1CNC2=O	i	-2
